mIAP inh – mouse IAP inhibition; purified mouse IAP, CDP-Star luminescence, 30 min; inhibition, % at 10 µM; hit rate 0.2% among 330,000;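 active = inhibition of at least 40% at 10 µM in the primary screen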;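 also: plate controls were DMSO with enzyme for no effect and no enzyme wells for full effect; values of inactives mirror those of a sister screen read the other way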
hIAP act – increases human intestinal alkaline phosphatase activity; P09923; purified human IAP, CDP-Star luminescence, 30 min; hits give high values; 1 = vehicle-only enzyme, 0 = enzyme-free background; activation factor at 10 µM; hit rate 0.16% among 330,000; AID 2524;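 active = activation factor of the enzyme at least 2-fold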; also: the source names both 10 and 20 µM as test concentration; values of inactives mirror those of a sister screen read the other way
PfGluPho inh – PfG6PD (Plasmodium falciparum) enzyme inhibition. hit rate 0.78% among 350,000. inhibition, % at 20 µM. PfGluPho enzyme, NADPH resazurin-diaphorase fluorescence;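 active = inhibition reaching at least a set limit at 20 µM in the primary screen, cut at about 59% in these data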;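 also: 0% = DMSO wells with substrate and 100% = DMSO wells lacking glucose-6-phosphate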
ATG4B inhibitor – blocks human ATG4B protease cleavage of LC3 substrate. hit rate 0.51% among 340,000. inhibition, % at 8.33 µM. Q9Y4P1. ATG4B cleavage of LC3-PLA2, NBD-HPC fluorescence, 1 h. AID 504462; in the data active = inhibition above about 40%
mIAP act – mouse IAP activation. activation factor at 10 µM. hit rate 0.24% among 330,000. muIAP, CDP-Star luminescence, 30 min; hits give high values; 1 = vehicle-only enzyme signal, 0 = enzyme-free wells. AID 2805;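 active = activation factor of at least 2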; also: the source names both 10 and 20 µM as test concentration; values of inactives mirror those of a sister screen read the other way
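System: Mouse IAP enzyme | Also added: CDP-Star substrate | Dosing: Compounds dispensed in DMSO | Schedule: 30 min enzyme-substrate-compound incubation at room temperature | Technique: Chemiluminescence readout | Control set: DMSO-only wells and no-enzyme negative control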
HKDC1 inh – inhibitors of human hexokinase HKDC1. inhibition, % at 20 µM. hit rate 0.16% among 340,000. recombinant HKDC1, G6PDH/diaphorase resazurin coupled fluorescence;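 active = inhibition above about 35% when tested at 20 µM, limit read from the data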;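 also: plate controls were DMSO wells with enzyme for no effect and DMSO wells lacking enzyme for full effect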
Target sequence (Q2TB90 whole entry, looked up): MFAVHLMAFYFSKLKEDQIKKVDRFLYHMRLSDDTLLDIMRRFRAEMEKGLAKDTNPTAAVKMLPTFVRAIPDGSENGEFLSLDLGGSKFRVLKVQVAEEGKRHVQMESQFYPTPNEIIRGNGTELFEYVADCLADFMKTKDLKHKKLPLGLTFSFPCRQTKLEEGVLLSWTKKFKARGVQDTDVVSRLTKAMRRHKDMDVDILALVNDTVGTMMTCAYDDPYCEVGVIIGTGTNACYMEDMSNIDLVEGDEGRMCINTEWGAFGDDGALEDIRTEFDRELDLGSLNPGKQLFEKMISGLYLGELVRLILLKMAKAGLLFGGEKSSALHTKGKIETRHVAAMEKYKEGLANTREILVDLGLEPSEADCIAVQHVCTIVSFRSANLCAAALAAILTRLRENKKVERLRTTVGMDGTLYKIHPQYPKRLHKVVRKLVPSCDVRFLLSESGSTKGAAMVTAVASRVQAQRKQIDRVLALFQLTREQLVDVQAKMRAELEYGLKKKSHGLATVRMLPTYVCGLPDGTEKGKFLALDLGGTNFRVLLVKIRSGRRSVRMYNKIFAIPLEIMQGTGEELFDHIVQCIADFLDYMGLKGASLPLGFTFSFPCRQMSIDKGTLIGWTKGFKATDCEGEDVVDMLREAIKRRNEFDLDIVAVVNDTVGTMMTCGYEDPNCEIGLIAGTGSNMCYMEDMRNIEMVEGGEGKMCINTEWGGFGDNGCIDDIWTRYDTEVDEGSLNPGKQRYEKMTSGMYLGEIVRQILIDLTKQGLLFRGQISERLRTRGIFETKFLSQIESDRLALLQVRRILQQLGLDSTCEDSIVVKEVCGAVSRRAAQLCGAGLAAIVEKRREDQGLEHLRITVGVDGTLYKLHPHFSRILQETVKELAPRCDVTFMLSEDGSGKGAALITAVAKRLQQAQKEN
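Test system: HK5 enzyme. Quantity: 5 µg/mL HK5 final. Reagent: glucose and ATP substrates. Schedule: 90 min reaction incubation at room temperature, dark. Technique: resazurin-to-resorufin fluorescence via G6PDH and diaphorase coupling, 525/613 nm. Control set: DMSO wells with and without enzyme mix.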
APOBEC3A inh – blocks human APOBEC3A ssDNA deamination. P31941. recombinant A3A, FAM/TAMRA ssDNA deamination fluorescence. inhibition, % at 20 µM. hit rate 0.41% among 330,000. AID 493011;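 active = at least 40% inhibition at 20 µM here, with at most 30% in a related deaminase screen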;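 also: plate controls were A3A with DMSO for no effect and wells lacking A3A enzyme for full effect; some results filed as inactive read as strong as hits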
hIAP block – blocks human intestinal alkaline phosphatase. P09923. purified IAP, CDP-Star luminescence, 30 min. inhibition, % at 10 µM. hit rate 0.12% among 330,000. AID 2544;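 active = inhibition reaching a set limit with compound at 10 µM in the primary screen, cut at about 35% in these data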;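 also: plate controls were DMSO wells with enzyme for no effect and no-enzyme buffer wells for full effect; values of inactives mirror those of a sister screen read the other way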
* marks the source's active call; other numbers are inactive results; x = not tested or not shown.

SMILES	mIAP inh	hIAP act	PfGluPho inh	ATG4B inhibitor	mIAP act	HKDC1 inh	APOBEC3A inh	hIAP block
OCCN(CCO)CC(O)CN(c1ccccc1)c1ccccc1 (stereo not given)	9	0.95	-12	13	0.91	-4	-4	5
O=S1(=O)CCOC[C@H](Cc2ccccc2)N1Cc1ccccc1	0	0.93	7	1	1	-3	-5	7
COc1ccccc1CCNC(=O)CCNS(=O)(=O)c1ccc(NC(C)=O)cc1	-3	1	13	2	1	-5	1	0
COc1ccc2oc(C(=O)N(Cc3ccco3)Cc3cccs3)c(C)c2c1	4	0.96	2	2	0.96	-1	2	4
O=C(NNC(=O)c1ccccc1[N+](=O)[O-])c1ccc(NC(=O)c2ccccc2)cc1	3	0.98	9	2	0.97	-5	-4	2
Cn1c(=O)c2c(nc(Oc3cccc(O)c3)n2C)n(C)c1=O	0	1	-14	-2	1	-3	-4	-1
FC(F)(F)c1cc(Cl)c2nnc(-c3ccccn3)n2c1	3	0.98	-2	-2	0.97	-3	-4	2
COc1ccc(C2=NN(c3nc(C)cc(C)n3)C(=O)C2)cc1	-2	1	15	2	1	6	1	-3
CCCCN(CC(=O)Nc1cccc(S(=O)(=O)N2CCCC2)c1)Cc1nc2ccccc2c(=O)[nH]1	7	1.5	23	-26	0.93	5	28	-52
CCc1ccc(-c2cc(C)no2)cc1S(=O)(=O)NCc1ccco1	-8	0.89	8	-1	1.1	-2	-2	11
COc1ccc(S(=O)(=O)N(C(=O)C(C)C)c2ccc3oc(=O)sc3c2)cc1	13	0.97	-16	6	0.87	-18	-2	3
COc1ccc(C(=O)OCC(=O)c2ccccc2)cc1S(=O)(=O)N1CCOCC1	10	1.2	-16	3	0.9	-2	-3	-18
COc1ccc(CCNC(=O)CCN2C(=O)c3ccccc3C2=O)cc1OC	-11	1.1	x	x	1.1	x	3	-6
CS(=O)(=O)Nc1ccccc1C(=O)Nc1ccc2c(c1)OCCO2	14	1	-7	-8	0.86	0	-1	-4
COc1cccc2sc(NNC(=O)C3=COCCO3)nc12	8	2	3	-2	0.92	-6	-4	-97
CCn1c(-c2nn(-c3ccc(C)cc3)ccc2=O)n[nH]c1=S	10	0.98	15	1	0.91	-7	-6	2
COc1cccc(Sc2nc(-c3ccccc3)ncc2S(C)(=O)=O)c1	5	1	9	-8	0.95	-3	-1	-4
O=C(c1ccoc1)N1CCC2(CC1)Oc1ccc(F)cc1C(=O)C21CC(c2cccnc2)=NO1 (stereo not given)	-8	0.95	2	-12	1.1	-1	-1	5
CC1CCCN(S(=O)(=O)c2cc(C(=O)NCc3ccco3)ccc2Cl)C1 (stereo not given)	1	1	8	4	0.99	3	-2	0
COc1ccc(/C(N)=N/OC(=O)CC2CCCCC2)cc1OC	-8	0.84	12	-5	1.1	-2	4	16
CCCCCCC(=O)Nc1nnc(CC)s1	-1	0.91	11	-4	1	-4	-4	9
O=C(CSc1ccc(-c2cccnc2)nn1)Nc1ccc(F)c(F)c1	2	0.95	39	-3	0.98	-1	-2	5
COc1ccc(OC)c2[nH]c(=O)c(CCNC(=O)CC(C)C)cc12	-7	1.1	0	-2	1.1	4	2	-5
O=C(Nc1ccc(Cl)c(S(=O)(=O)N2CCOCC2)c1)c1ccc2c(c1)OCO2	-6	1.1	2	5	1.1	9	-1	-8
CCc1ccccc1NC(=O)N[C@@H](C)C(=O)O	-4	0.99	-2	0	1	-4	1	1
COc1ccc(N2C(=O)CC(C#N)=C2N)cc1	3	0.99	-5	-3	0.97	-9	3	1
S=C(NCc1ccccc1)N1CCN(c2ccccc2)CC1	-11	1.1	0	3	1.1	-3	2	-5
Cc1ccc(NC(=O)CN2C(=O)NC(Cc3c[nH]c4ccccc34)C2=O)cc1 (stereo not given)	-8	1.1	7	-9	1.1	-1	-4	-14
CCOc1ccc(S(=O)(=O)NCC2CCCO2)cc1NC(=O)c1ccccc1F (stereo not given)	1	0.86	-12	-4	0.99	3	-1	14
CS(=O)c1ccccc1-c1nc(-c2cc(C(F)(F)F)cc(C(F)(F)F)c2)no1 (stereo not given)	3	1.2	24	-4	0.97	-3	2	-17
Cc1cc(C)nc(NS(=O)(=O)c2ccc(N3Cc4ccccc4C3=O)cc2)n1	10	0.88	13	8	0.9	2	-1	12
CCOc1ccccc1NC(=O)N1CCCc2ccccc21	6	1.1	-11	-5	0.94	-3	-6	-14
COc1ccccc1N1CC=C(c2cccc([N+](=O)[O-])c2)NC1=O	9	1.1	18	-5	0.91	0	-2	-6
Cc1cc2nc(SCCOC(=O)Nc3ccccc3)nc(C)c2cc1C	15	1	24	-6	0.85	17	3	-2
Cn1ncc2c(=O)[nH]cnc21	1	0.93	-11	2	0.99	-10	-4	7
CCCSc1nnc(CSc2ncccn2)n1C	-2	0.97	11	-1	1	-7	0	3
CCOc1ccc(Cl)cc1/C=N/O	4	0.95	2	-1	0.96	14	-1	5
Cc1ccc(C(C)C)c(OCC(=O)NNC(=O)Cc2ccc(S(=O)(=O)N3CCOCC3)s2)c1	12	1.7	-24	-6	0.88	1	3	-70
Cc1cc(C(C)(C)C)cc(S(=O)(=O)NCCO)c1C	2	1.1	-8	-6	0.98	3	2	-10
Cc1ccc(C)c(C(=O)CN2C(=O)c3ccccc3S2(=O)=O)c1	0	0.9	-4	0	0.99	9	-2	10
O=C(CSc1nncs1)NC(=O)NC1CCCC1	3	0.82	-1	0	0.97	-9	3	18
O=C(N/N=C/c1ccc(-c2ccccc2[N+](=O)[O-])o1)[C@H]1C[C@@H]1c1ccccc1	21	0.87	8	2	0.79	7	1	13
COc1ccc(-c2cc(C(F)(F)F)n3nc(C(=O)Nc4c(C)n(C)n(-c5ccccc5)c4=O)c(Cl)c3n2)cc1	4	0.89	-6	-4	0.96	-7	-2	11
Cc1cccc(Nc2nc(N)c([N+](=O)[O-])c(N3CCOCC3)n2)c1	2	1.1	-4	-7	0.98	3	-1	-8
O=[N+]([O-])c1ccc(NCCCO)c(S(=O)(=O)N2CCOCC2)c1	3	1.1	3	-4	0.97	0	-1	-5

In the list so far, these contain an NH in an aromatic ring:
SMILES	mIAP inh	hIAP act	PfGluPho inh	ATG4B inhibitor	mIAP act	HKDC1 inh	APOBEC3A inh	hIAP block
CCCCN(CC(=O)Nc1cccc(S(=O)(=O)N2CCCC2)c1)Cc1nc2ccccc2c(=O)[nH]1	7	1.5	23	-26	0.93	5	28	-52
CCn1c(-c2nn(-c3ccc(C)cc3)ccc2=O)n[nH]c1=S	10	0.98	15	1	0.91	-7	-6	2
COc1ccc(OC)c2[nH]c(=O)c(CCNC(=O)CC(C)C)cc12	-7	1.1	0	-2	1.1	4	2	-5
Cc1ccc(NC(=O)CN2C(=O)NC(Cc3c[nH]c4ccccc34)C2=O)cc1 (stereo not given)	-8	1.1	7	-9	1.1	-1	-4	-14
Cn1ncc2c(=O)[nH]cnc21	1	0.93	-11	2	0.99	-10	-4	7

Next section.
SMILES	mIAP inh	hIAP act	PfGluPho inh	ATG4B inhibitor	mIAP act	HKDC1 inh	APOBEC3A inh	hIAP block
CC(=O)c1c(CC(=O)O)[nH]n(-c2nc3ccccc3s2)c1=O	4	0.77	-1	0	0.96	-8	15	23
COC(=O)[C@]1(Cc2ccccc2)N[C@H](CN(C)C(=O)Nc2ccc(Cl)cc2)[C@@H]2C(=O)N(C)C(=O)[C@@H]21	-12	1	-6	-7	1.1	3	-3	-4
CC1CCCN(C(=O)Cn2c(=O)oc3ccccc32)C1 (stereo not given)	-4	1.1	7	-10	1	-3	0	-8
CCOC(=O)c1sc(C)c2c(=O)n(CC(=O)c3ccc(Br)cc3)nnc12	8	0.9	-7	-3	0.92	-1	-9	10
O=C(NCc1ccco1)c1ccccc1Nc1ccc(F)cc1	9	1	-1	1	0.91	3	-2	-2
O=C(CN1CCC(C(=O)c2ccc(Cl)cc2)CC1)NC1CCCC1	-1	1.1	-6	2	1	-8	-2	-8
O=C(N/C(=C/c1ccco1)C(=O)N1CCc2ccccc21)c1ccco1	13	1.3	21	-7	0.87	4	-3	-34
Nc1nonc1-n1nnc(C(=O)N/N=C/c2ccc(Br)cc2)c1CN1CCOCC1	2	1.1	-4	-8	0.98	-4	-2	-12
O=S(=O)(Nc1cccc2cccnc12)c1ccc(S(=O)(=O)N2CCCC2)cc1	14	1	-17	-6	0.86	9	1	-3
O=S(=O)(c1ccc(Cl)nc1)N1CCN(c2ncccn2)CC1	-2	0.96	6	2	1	-7	4	4
COc1n[nH]c(C(=O)Nc2cc(F)ccc2C)c1[N+](=O)[O-]	-8	1	-6	4	1.1	-8	-5	0
CN(C(=O)CNC(=O)c1ccc(Br)o1)C1CCCCC1	8	1.1	7	-8	0.92	1	-3	-14
O=C(COc1ccc(Br)cc1)Nc1ccc([N+](=O)[O-])cn1	4	0.94	27	-5	0.96	-6	-4	6
COc1ccc(OC)c(CNC(=O)C2CCN(S(=O)(=O)N3CCCCC3)CC2)c1	-9	0.92	-13	-1	1.1	3	-3	8
O=C(c1cc(-c2ccncc2)nc2ccccc12)N1CCN(c2ccccc2O)CC1	4	1.2	9	-16	0.95	2	-2	-20
O=C(Nc1ccccc1C(=O)N1CCCCCC1)c1cccc([N+](=O)[O-])c1	5	1.2	-9	6	0.95	-6	2	-20
COc1ccc(NC(=O)c2ccccc2N(Cc2ccccc2)S(C)(=O)=O)c(OC)c1	-1	0.98	-12	-2	1	-4	-7	2
Cc1c(NC(=O)c2cc3ccccc3oc2=O)c(=O)n(-c2ccccc2)n1C	3	0.84	-9	-8	0.97	-3	-4	16
O=C(COC(=O)c1n[nH]c(=O)c2ccccc12)c1ccc(Cl)cc1	-2	0.97	-11	0	1	-8	-3	3
O=C(COC(=O)Cc1cccc(C(F)(F)F)c1)NC(=O)NC1CCCC1	10	1	5	5	0.9	2	-5	-4
Cc1cc(C)c2c(N=CN(C)C)c(C(=O)N3CCN(c4ncccn4)CC3)sc2n1	5	0.94	-7	-3	0.95	2	2	6
CCn1cnc2c1c(=O)n(CC(=O)N1CCc3ccccc31)c(=O)n2Cc1ccccc1	2	1.2	-12	-14	0.97	-1	2	-17
Cc1noc(C)c1NC(=O)Nc1cccc2c1O[C@H](CN(C)C(=O)NC1CCCCC1)[C@@H](C)CN([C@H](C)CO)C2=O	-4	0.9	0	-15	1	0	-7	10
Cc1cccc(-c2nnc(-c3ccc(N)cc3)o2)c1	8	1.1	7	-8	0.92	1	-1	-9
CSc1nc(-c2ccccc2F)c(C#N)c(=O)n1C	10	0.96	-3	0	0.91	0	2	4
O=C(Nc1ccc2oc(-c3ccccc3)nc2c1)c1cccs1	10	0.95	34	-6	0.9	1	-2	5
Cc1ccc(S(=O)(=O)c2cc3c(=O)n4ccccc4nc3n(CC3CCCO3)c2=N)cc1C (stereo not given)	11	0.95	-19	-5	0.89	2	0	5
COc1ccc(C)cc1N(CC(=O)Nc1cccnc1)S(=O)(=O)c1ccc(C)cc1	7	1.1	-21	2	0.93	-5	-3	-10
O=C(CCc1nc2ccccc2s1)c1ccccc1	5	0.91	5	1	0.95	1	-3	9
COc1ccc(OC)c(CN2CCCC(C(=O)c3ccccc3SC)C2)c1 (stereo not given)	2	0.82	5	-15	0.98	0	-2	18
Cc1cc(C)n2c(SCCO)nnc2n1	3	0.88	-4	-6	0.97	-1	-2	12
CC(=O)OC1c2ccccc2C(=O)N1Cc1ccccc1 (stereo not given)	7	0.9	3	2	0.93	-8	3	10
CS(=O)(=O)c1ccc(Cl)c(NC(=O)COC(=O)/C=C/c2cnc3ccccc3n2)c1	-10	1	0	9	1.1	4	7	-5
